Rad51 HR inh – human RAD51 strand exchange inhibitors, primary screen, biochemical, fluorescence; DNA repair protein RAD51 homolog 1 (Homo sapiens), Q06609; hRad51 DNA strand exchange, fluorescence dequenching; inhibition, % at 10 µM; 200,000 compounds, 0.085% hits;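 active = inhibition above 40% at the single screening dose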;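 also: 0% = DMSO control wells and 100% = blanks with heterologous ssDNA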
Target sequence (Q06609 whole entry, looked up): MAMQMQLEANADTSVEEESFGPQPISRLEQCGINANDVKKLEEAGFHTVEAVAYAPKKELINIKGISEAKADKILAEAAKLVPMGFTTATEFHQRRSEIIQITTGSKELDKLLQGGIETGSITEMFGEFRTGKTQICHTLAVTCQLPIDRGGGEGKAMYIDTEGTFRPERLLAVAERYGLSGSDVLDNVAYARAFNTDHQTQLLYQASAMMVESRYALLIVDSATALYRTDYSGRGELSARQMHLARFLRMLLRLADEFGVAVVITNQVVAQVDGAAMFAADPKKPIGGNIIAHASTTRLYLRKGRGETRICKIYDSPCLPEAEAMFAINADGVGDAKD
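System: human Rad51 nucleoprotein filaments preassembled on unlabelled ssDNA. Reagent: labelled 47-mer dsDNA for strand exchange. Schedule: 30-min compound preincubation and 15-min exchange, both room temperature. Measured by: FRET fluorescence dequenching, excitation 485 nm, emission 520 nm. Read-out: Fluorescence-based percent inhibition, control- and blank-normalised. Benchmarks: plate controls and plate blanks.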
KLK5 inh – human KLK5 protease inhibitors, primary screen, biochemical, 1536-well; Kallikrein-5 (Homo sapiens), Q9Y337; recombinant hK5, fluorogenic AMC substrate cleavage; inhibition, % at 5 µM; 210,000 compounds, 0.59% hits;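 active = inhibition of 40% or more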;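 also: 0% = enzyme controls without compound and 100% = no-enzyme blanks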
MDM2 E3 inh – MDM2-luciferase reporter signal enhancers, primary screen, MDM2 E3 ligase inhibitor project, cell-based, luminescence, 1536-well; cell-based MDM2 ubiquitination luciferase reporter, 2 h; 0 = plate control, 100 = twice control, blank-subtracted; 210,000 compounds, 0.11% hits; signal enhancement, % at 5 µM; E3 ubiquitin-protein ligase Mdm2 (Homo sapiens), Q00987;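 active = signal enhancement of 30% or more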;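 also: luminescence tracks abundance of the self-degrading MDM2-luciferase fusion protein; higher signal means inhibition of MDM2 E3 ligase activity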
Target sequence (Q00987 whole entry, looked up, the tested form may be a part): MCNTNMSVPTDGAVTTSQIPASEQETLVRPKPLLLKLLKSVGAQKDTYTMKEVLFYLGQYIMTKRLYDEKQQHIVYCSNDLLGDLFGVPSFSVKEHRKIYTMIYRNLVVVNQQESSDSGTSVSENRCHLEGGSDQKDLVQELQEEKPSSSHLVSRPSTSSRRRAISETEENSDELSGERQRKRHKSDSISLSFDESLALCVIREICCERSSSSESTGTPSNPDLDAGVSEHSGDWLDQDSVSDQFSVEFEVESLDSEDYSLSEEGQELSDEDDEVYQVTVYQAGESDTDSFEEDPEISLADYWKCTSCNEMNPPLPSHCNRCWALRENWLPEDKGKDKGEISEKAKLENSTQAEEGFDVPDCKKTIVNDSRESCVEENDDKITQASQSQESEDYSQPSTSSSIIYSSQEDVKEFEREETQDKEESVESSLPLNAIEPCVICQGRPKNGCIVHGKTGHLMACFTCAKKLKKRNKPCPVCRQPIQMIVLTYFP
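Buffer or medium: Cells held in DMEM | Assay system: Stable mammalian line carrying autodegrading MDM2–luciferase fusion reporter | Quantity: 2000 cells/well | Times: 4 h settle plus 2 h compound, 37 °C | Doses: One concentration, 5 µM, with 0.2% DMSO | Technique: Luminescence with SteadyLite reagent, 15 min at room temperature | Benchmarks: Plate controls and plate blanks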
p97 ATPase inh – inhibitors of human p97 ATPase, primary screen, biochemical | 220,000 compounds, 0.42% hits | inhibition, % at 8 µM | recombinant p97 ATPase, Kinase-Glo ATP luminescence, 3 h | Transitional endoplasmic reticulum ATPase (Homo sapiens), P55072; in the data active = inhibition above about 15%;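 also: 0% = DMSO vehicle and 100% = wells lacking enzyme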
FXIIa inh 1536 – human FXIIa protease inhibitors, primary screen, biochemical, 1536-well; Coagulation factor XII (Homo sapiens), P00748; purified FXIIa, Boc-QGR-AMC fluorogenic substrate, 2 h; inhibition, % at 5 µM; 220,000 compounds, 0.3% hits; in the data active = inhibition above about 40%;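 also: 0% = enzyme with no compound and 100% = blank without enzyme; many of its hits are not listed in these tables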
Wee1 degr inh – Wee1 degradation inhibitors, primary screen, cell-based, HeLa, Wee1K328M-luciferase, luminescence | Wee1-like protein kinase (Homo sapiens), P30291 | HeLa Luc-Wee1K328M stability; 100% = proteasome inhibitor MG132 effect | reporter increase, % at 5 µM | 220,000 compounds, 1.2% hits | AID 1321, 2008;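 active = activation above the mean of all tested compounds plus 3 SD, set per screening run, cut at about 8.8% in these data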;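 also: cells exposed to compound for 20 h before luminescence read; 0% = DMSO alone and 100% = MG132 at 30 µM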
eIF4E-4G inh – eIF4E–eIF4G protein interaction inhibitors, primary screen, biochemical, uHTS, TR-FRET, eIF4GI fragment. inhibition, % at 21.7 µM. 220,000 compounds, 0.37% hits. TR-FRET eIF4E-eIF4GI(517-606) binding, 2 h;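 active = inhibition above about 30%, limit read from the data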;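 also: 0% = full FRET control wells and 100% = background wells lacking eIF4GI fragment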
14-3-3 Bad PPI – inhibitors of 14-3-3 zeta/Bad binding, primary screen, biochemical, TR-FRET, bovine 14-3-3 zeta. 14-3-3 protein zeta/delta (Bos taurus), P63103. TR-FRET 14-3-3zeta/Dy647-pBad peptide displacement, 1 h. inhibition, % at 21.7 µM. 220,000 compounds, 0.71% hits;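 active = inhibition above about 70%, limit read from the data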;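 also: 0% = full 14-3-3 plus peptide FRET controls and 100% = background without 14-3-3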
Target sequence (P63103 whole entry, looked up): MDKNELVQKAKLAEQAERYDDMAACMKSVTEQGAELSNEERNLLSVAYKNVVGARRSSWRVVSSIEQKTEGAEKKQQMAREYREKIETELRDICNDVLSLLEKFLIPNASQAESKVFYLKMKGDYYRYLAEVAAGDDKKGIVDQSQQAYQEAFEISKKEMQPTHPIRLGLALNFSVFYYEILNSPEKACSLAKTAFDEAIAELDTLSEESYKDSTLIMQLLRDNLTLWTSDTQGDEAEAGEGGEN
FXIa inh – human FXIa protease inhibitors, primary screen, biochemical, 1536-well; Coagulation factor XI (Homo sapiens), P03951; inhibition, % at 5 µM; 220,000 compounds, 0.14% hits; purified FXIa, Boc-Glu-Ala-Arg-AMC fluorogenic substrate;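 active = inhibition of at least 40%; inactive = inhibition below 40%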;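 also: fluorescence of freed AMC excited at 355 nm; 0% = enzyme without compound and 100% = no enzyme blank; many of its hits are not listed in these tables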
The depositor's hits bear a star; . = not tested or not shown; [ ] = dose if it differs, or a comment.

SMILES	Rad51 HR inh	KLK5 inh	MDM2 E3 inh	p97 ATPase inh	FXIIa inh 1536	Wee1 degr inh	eIF4E-4G inh	14-3-3 Bad PPI	FXIa inh
CC(O)CNCc1cccc2ccccc12 (stereo not drawn)	-1	-4	-5	-1	11	2	3	9[fluorescence artefact?]	-1
Cc1cc(C)c(NC(=O)C2CC(=O)N(c3ccc4c(c3)OCCO4)C2)c(C)c1 (stereo not drawn)	3	0	-9	-4	8	-1	-1	18[fluorescence artefact?]	3
COc1ccc(C)cc1NC(=O)COC(=O)C1CCN(C(=O)c2ccc(Cl)cc2)CC1	14	28	-8	-4	26	-1	3	4	49*
O=S(=O)(Nc1nc2ccccc2[nH]1)c1ccc2ccccc2c1	1	-1	5	-3	8	-1	-8	10	4
COc1cc(OC)cc(C(=O)NCC(=O)N2CCCCC2)c1	0	0	11	8	2	3	-1[fluorescence artefact?]	-1	-5
O=C(/C=C/c1ccco1)OCC1CCCN2CCCCC12 (stereo not drawn)	-9	4	-2	0	9	6	3	3	0
Cn1c(=O)cc(OCC(=O)NCc2cccs2)c2ccccc21	8	1	35*	2	9	0	2	-9	-1
N#CCC(=O)NC(=O)NCC1CC1	-14	-5	.	7	13	-3	3	-11	4
CCCCn1nnnc1NCc1cc(OC)c(OC)c(OC)c1	2	-16	-12	3	-4	4	-2	-9	-16
O=C(Nc1ccc(Cl)cc1)Nc1nnc(CSc2ccc(Cl)cc2)s1	2	9	-9	-3	2	2	3	3	-13
Cc1onc(-c2ccccc2Cl)c1C(=O)N1C=CC(C(F)(F)Cl)=NCC1	3	6	-18	-5	-5	0	-5	-3	-3
O=S(=O)(Nc1nc2ccccc2nc1Cl)c1ccccc1	1	1	-5	3	17	2	0[fluorescence artefact?]	2[fluorescence artefact?]	9
Cc1ccccc1CSc1nc(-c2ccccc2)cc(=O)[nH]1	0	0	-11	3	5	1	3	-4	5
COc1ccc2c(c1)c1ncn(Cc3ccco3)c(=O)c1n2C	-1	-32	-3	-7	5	-2	6[fluorescence artefact?]	-2[fluorescence artefact?]	0
Brc1ccc(/C=N/c2nc3ccccc3n2CCN2CCOCC2)cc1	12	-14	4	1	6	0	22	-6	1
O=C(c1ccc(F)cc1)N(C(=O)c1ccc(F)cc1)c1ncccn1	-1	1	-23	8	11	2	-1	-3	3
COc1ccc(C(=O)NC=C2C(=O)OC(C)(C)OC2=O)cc1	-1	3	-25	6	9	-2	0	-16	8
OC(CNCC#Cc1ccccc1)c1ccccc1 (stereo not drawn)	-32	-9	-7	1	-3	2	5	1	-7
Cc1nonc1CN(C)C(=O)CC1C(=O)NCCN1Cc1cccc(C(F)(F)F)c1 (stereo not drawn)	5	1	0	1	8	-3	-2	-4	-3
COc1ccc(NC(=O)c2c3c(nc4ccccc24)CCN(Cc2ccccc2)C3)c(OC)c1	2	0	-15	10	6	-2	-2	-4	2
CC(C)NC(=S)NN=C1CCCCCCCCCCC1	7	-6	-21	5	9	2	-4	-24	-4
COc1ccc(S(=O)(=O)N2CCC(C(=O)NCCC3=CCCCC3)CC2)cc1C	-3	-1	-4	-11	13	0	3[fluorescence artefact?]	10	2
CCOc1ccc(C2N(c3ccc(F)cc3)C(=O)C3CCCN32)cc1 (stereo not drawn)	4	-23	-7	5	-7	0	1	3	-9
CCCCn1cnc2cc(C)c(C)cc21	-12	-16	-10	-7	-5	0	-6	-2	-5
CC(C)(C)c1ccc(C(=O)c2c[nH]c(C(=O)NCCc3ccccn3)c2)cc1	9	-5	3	-1	2	-2	-1	5	-5
CCn1c(-c2ccc(N(C)C)cc2)nc2ccccc21	0	-53	-42	-1	-13	1	.	.	-10
Nc1n[nH]c2cc(=O)n(-c3ccc(Cl)cc3)nc12	-1	-8	-6	2	3	1	-5	-12	-3
O=C(Nc1ccccc1)C1CCCCC1	-12	0	-4	2	10	6	5[fluorescence artefact?]	-10	3
CCN(CCn1cccn1)Cc1cn[nH]c1-c1cccc2ccccc12	-10	3	-6	5	9	5	-8	-6	2
COc1ccc(NC(=O)CN(C)CC(=O)Nc2cccc(F)c2)cc1Cl	-2	1	-45	-6	3	-1	-2	-10	-4
CSCCC(NC(=O)/C(=C/c1ccc2c(c1)OCO2)NC(=O)c1cccc([N+](=O)[O-])c1)C(=O)O (stereo not drawn)	14	.	-14	5	10	-3	2	2	0
COc1cc(C(=O)N(c2ccc(C)c(C)c2)C2C=CS(=O)(=O)C2)cc(OC)c1OC (stereo not drawn)	13	-9	-6	0	0	-3	3	-3	-4
O=C(COC(=O)Cc1ccc(Cl)cc1)Nc1ccc(OC(F)F)cc1	2	-5	2	4	11	-2	-1	18	8
CCCn1c(Cc2ccccc2)n[nH]c1=S	7	-9	-13	1	17	1	-2	-9	4
COc1cccc(-c2cc(C(=O)N3CCCCCC3)no2)c1	2	-4	-65	-7	21	1	-1	-4	16
CCOc1ccc(S(=O)(=O)N2CCN(C(=O)c3cc4c(s3)CCCC4)CC2)cc1	5	-19	-13	4	2	-1	0	-6	-1
CC(=O)c1c(C)nc(-c2ccccc2)nc1NC(=O)C(C)C	4	4	-14	-7	13	0	1[fluorescence artefact?]	-2[fluorescence artefact?]	-1
CC(C)N1CCN(Cc2ccc3c(c2)Cc2ccccc2-3)CC1CCO (stereo not drawn)	17	1	-13	1	9	1	-3	-9	-1
Cc1nn2c(COc3ccc(NC(=O)c4ccccc4Cl)cc3)nnc2c2ccccc12	2	-6	-7	4	-2	2	-9	-5	5
CSc1cccc(NC(=O)CN(c2ccc(C)cc2C)S(C)(=O)=O)c1	-1	11	-21	1	11	-5	-11	2	-3
Cc1ccc(/C=N/Nc2cn[nH]c(=O)n2)o1	-2	-33	-11	2	13	8	3	-18	-1
CC(=O)c1c(C)nc2nonc2c1N	.	-5	-10	2	14	-2	13	2	4
Cc1cc(C)c(C#N)c(SCC2COc3ccccc3O2)n1 (stereo not drawn)	1	-6	.	-1	10	1	11	-8	1
CCn1c(SCC(=O)N/N=C/C=C\c2ccccc2[N+](=O)[O-])nc2ccccc21	0	-19	-10	-3	3	3	-12	2[fluorescence artefact?]	-10
O=C(CCN1CCCCC1)N/N=C/c1c[nH]c2ccccc12	8	-1	3	12	-1	2	-1	-10	-2
Cc1cc(C)c(C)c(OCCCCn2cnc3ccccc3c2=O)c1	-6	-20	-5	-2	8	-1	-1[fluorescence artefact?]	-6[fluorescence artefact?]	5
N#C/C(=C/c1ccc(CNS(=O)(=O)c2ccccc2)o1)C(N)=O	-2	-20	-4	3	9	0	-3	-7	0
Oc1ccccc1-c1cc(C(F)(F)F)nc(-c2ccccc2)n1	-5	-5	-6	1	4	0	0	-5	-2
CC(=O)NC12CC3CC(C1)CC(C(=O)OCC(=O)Nc1ncc(Cl)c(C)c1Cl)(C3)C2	-18	-7	1	0	1	2	5	0[fluorescence artefact?]	-16
O=S(=O)(/N=C(/c1ccc(F)cc1)N1CCCCC1)c1ccc(Cl)cc1	-2	-10	-2	3	13	2	1[fluorescence artefact?]	5[fluorescence artefact?]	4
CCn1c(/C=N/Nc2ccc(C(=O)O)cc2)nc2ccccc21	-1	2	-14	-6	1	-4	4[fluorescence artefact?]	-5[fluorescence artefact?]	1
O=C(NC1CC1)c1ccc(C2SCC(=O)N2Cc2ccccc2)cc1 (stereo not drawn)	.	15	-24	1	10	-1	4	3	-2
CCN(CC)S(=O)(=O)c1cccc(NC(=O)/C=C/c2ccc([N+](=O)[O-])cc2)c1	-6	-8	-13	1	7	1	5	-4	5
Cc1ccc(C(=O)NCCc2nnc3ccc(SCC(=O)Nc4ccccc4C)nn23)cc1	-5	14	-34	0	9	6	-3[fluorescence artefact?]	5	4
CCCNC(=O)CSc1nccn1Cc1ccco1	-1	2	-16	3	0	-1	-6	-3	-1
Cc1nn(CC2CC2)c(=O)n1N(C)c1ncc(C(F)(F)F)cc1Cl	12	-13	-18	1	-3	0	-6	-12	-1
COc1ccccc1NC(=O)CC1C(=O)NCCN1C(=O)Nc1ccc(Cl)c(Cl)c1 (stereo not drawn)	-6	5	3	-8	10	-1	5	9	1
O=C(NNC1=Nc2cccc3cccc1c23)c1ccc(Br)cc1	-22	-19	-11	3	7	-1	3	-15	-1
Cc1ccsc1C(=O)OCc1nc2ccccc2c(=O)[nH]1	-3	9	-9	-2	-2	4	2	3	-8
COc1cc(NC(=S)NCc2ccco2)cc(OC)c1	0	-3	-7	3	11	-2	-3	6	2

Further compounds.
SMILES	Rad51 HR inh	KLK5 inh	MDM2 E3 inh	p97 ATPase inh	FXIIa inh 1536	Wee1 degr inh	eIF4E-4G inh	14-3-3 Bad PPI	FXIa inh
COC(=O)CCC(=O)Nc1cccc(Cl)c1	-2	-24	10	-1	12	-1	-2	13	4
CCCn1c(SCC(=O)NCc2ccco2)nnc1C(C)C	3	-4	-10	1	23	-2	1[fluorescence artefact?]	7[fluorescence artefact?]	20
Cc1ccc(NC(=O)Nc2ccc(F)cc2F)c(OC(F)F)c1	-31	-8	-7	5	6	-3	-1	-8	-3
O=C(CNC(=S)N(Cc1ccccc1)Cc1cccnc1)N1CCOCC1	-5	-2	-7	7	6	-2	-6	-5	0
O=S(NCc1ccco1)C12CC3CC(CC(C3)C1)C2 (stereo not drawn)	0	-25	-6	4	-7	-1	3[fluorescence artefact?]	-7[fluorescence artefact?]	-18
CCc1ccc(NS(=O)(=O)c2cc(OC)ccc2OC)cc1	0	4	-9	4	10	2	-1	3	5
CC(C)(C)CC(=O)NCCCN1CCOCC1	-2	-23	0	-2	-2	2	-5	-2	-6
COc1ccc(C(=O)NCCCCCC(=O)O)cc1OC	28	-4	-1	3	7	0	-6	-13	0
N#CCCn1cc(/C=N/NC(N)=S)c(-c2ccc(-c3ccccc3)cc2)n1	-10	-1	-21	11	1	4	-1	-19	-2

Profiles, quoted from the list. Order of values: Rad51 HR inh, KLK5 inh, MDM2 E3 inh, p97 ATPase inh, FXIIa inh 1536, Wee1 degr inh, eIF4E-4G inh, 14-3-3 Bad PPI, FXIa inh
CCCn1c(Cc2ccccc2)n[nH]c1=S is listed as 7, -9, -13, 1, 17, 1, -2, -9, 4
Cc1ccc(NC(=O)Nc2ccc(F)cc2F)c(OC(F)F)c1 is listed as -31, -8, -7, 5, 6, -3, -1, -8, -3
